# Bioassay records as filed in PubChem BioAssay.
# N370S GC mod – qHTS Assay for Inhibitors and Activators of N370S glucocerebrosidase as a Potential Chaperone Treatment of Gaucher Disease; Potency, µM (doses to about 59.4 µM), for inactives: at the top dose activity change, negative = inhibition, most hits filed as inhibitors; N370S GC spleen homogenate, 4MU-glucoside fluorescence; actives 0.092% (n = 330,000);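 further: 0% = full enzyme activity and -100% = no enzyme basal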
# FEN1 inh – qHTS Assay for the Inhibitors of Human Flap endonuclease 1 (FEN1). Potency, µM (titrated, usually from 114 µM), for the others: at the top dose activity change, negative = inhibition, most hits filed as inhibitors. P39748. AID 588795, 2011. Recombinant FEN1 flap cleavage, fluorescence, 15 min. actives 0.35% (n = 390,000); further: nearly all actives have a fitted effect of over 65% in size
# Target sequence (P39748 whole entry, looked up): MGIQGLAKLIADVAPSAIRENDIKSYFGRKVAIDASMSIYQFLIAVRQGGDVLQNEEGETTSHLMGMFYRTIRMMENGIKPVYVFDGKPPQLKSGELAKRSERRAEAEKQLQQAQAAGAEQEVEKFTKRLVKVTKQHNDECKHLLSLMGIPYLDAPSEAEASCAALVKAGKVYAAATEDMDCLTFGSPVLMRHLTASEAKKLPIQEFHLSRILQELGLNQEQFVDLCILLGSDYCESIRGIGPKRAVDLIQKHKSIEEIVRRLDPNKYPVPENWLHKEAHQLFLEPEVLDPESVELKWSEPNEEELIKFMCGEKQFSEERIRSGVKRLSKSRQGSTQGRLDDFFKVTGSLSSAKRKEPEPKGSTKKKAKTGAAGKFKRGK
#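 Compounds are tested as a concentration series against 10 nM FEN1; after a 15 min room-temperature preincubation, 50 nM substrate starts cleavage, with plate reads at 0 and 15 min. Normalized responses are fitted by a Hill equation.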
# GCN5L2 inh – qHTS Assay for Inhibitors of GCN5L2; GCN5L2 HAT assay, ThioGlo1 CoA-SH fluorescence; Potency, µM (titrated, usually from 58.9 µM), for the others: at the top dose activity change, negative = inhibition, usual class: inhibitors; actives 0.21% (n = 390,000); Histone acetyltransferase KAT2A (Homo sapiens), Q92830
#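 GCN5L2 (20nM final) in 50mM HEPES, 0.1mM EDTA pH 7.5, 0.01% Tween-20 was preincubated 15 min at room temperature with compound, then given ThioGlo1 (50uM), H3(1-25) peptide (75uM) and acetyl-CoA (70uM); CoA-thiol fluorescence (Ex340/Em540) was read at 0 and 20 min.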
# The depositor's hits bear a star; ? = inconclusive; / = no result given; & = joins results of further samples; [ ] = another dose, or the depositor's remark. The call rests on the fitted dose curve; in most records, active means well fitted curve in the direction sought with a large enough effect; inconclusive means small, poorly fitted or top-dose-only effect, or another doubt; inactive means no such curve, though single readings can be large; an effect the other way counts as inactive or inconclusive. Unless noted, on the % scale 0 is the no-effect control and ±100 the full control effect; potency means the concentration at half of the fitted maximal effect.
SMILES,N370S GC mod,FEN1 inh,GCN5L2 inh
CCOC(=O)c1cc(OC(=O)c2cc(OC)cc(OC)c2)n(-c2ccccc2)n1,/,-5%,-4%
Cc1cccc(C(=O)NC2(C(F)(F)F)N=C(c3ccccc3)N(C3CCCCC3)C2=O)c1 (stereo not given),/,-9%,-3%
CCOc1ccc(NC(=S)N/N=C(\C)Cc2ccc(OC)cc2)cc1,18%,7%,-6%
O=C(Nc1nc(-c2ccccn2)cs1)C1CC(=O)N(c2ccc3c(c2)OCCO3)C1 (stereo not given),-21%,7%,-10%
O=C(O)C1=NN(c2c(F)c(F)cc(F)c2F)C(=O)CC1,1%,10%,1%
Cc1cccc(NC(=O)Cn2c(O)c(N=NC(N)=S)c3ccccc32)c1,4%,-3%,-13%
CCN1C(=NCc2ccc(OC)cc2)N[C@@H](CCc2ccccc2)[C@H](C(=O)NCc2ccc(OC)cc2)[C@H]1C,-9%&-15%,-17%,-3%&3%
CC(=O)c1cc2c(cc1NC(=O)c1ccc(C)cc1)OCO2,4%,/,-12%
CCc1nc2c(c(=O)[nH]1)C1(CCCC1)Cc1ccccc1-2,3%,-16%,-2%
CCCCC1NC(=S)N(C2CCCCC2)C1=O (stereo not given),14%,-20%,5%
COc1ccc([N+](=O)[O-])cc1N(CC(O)CN1CCOCC1)S(=O)(=O)c1ccccc1 (stereo not given),-5%,10%,-4%
Cc1ccc(Oc2ncccc2/C=N/O)cc1,-7%,-7%,-5%
N#CC1=C(S)N=C(N)C(c2nc(-c3ccccc3)cs2)C12CCCC2 (stereo not given),-8%,2%,-6%
CCN(C(=O)COC(=O)Cc1coc2cc(C)ccc12)c1c(N)n(Cc2ccccc2)c(=O)[nH]c1=O,/,-1%,-3%
CCOC(=O)c1c(C)[nH]c(CCC(=O)Nc2c(Cl)cc(OC)cc2OC)c1C,/,-10%,-14%
O=C(/C=C/Nc1ccc(F)cc1Br)c1ccccc1,1%,0%,2%
CCc1ccc(C2c3c(-c4ccccc4O)n[nH]c3C(=O)N2Cc2ccncc2)cc1 (stereo not given),/,21%,-4%
CCCCNC(=O)[C@H]1N2C(=O)c3c(ccc(OC)c3OC)C2SC1(C)C (stereo not given in full),-8%,14%,-5%
Cc1cccc(-c2cc3c(N=O)c4ccccc4c-3n[nH]2)c1,-6%,7%,-13%
COc1ccc(Br)cc1CNC(=O)c1nn(-c2ccc(C)cc2)c(=O)c2c1c1ccccc1n2C,/,-14%,-1%
O=C(NCC1COc2ccccc2O1)C1CCCN(S(=O)(=O)c2cccc3nsnc23)C1 (stereo not given),-12%,0%,-7%
CC(=O)N1c2ccc(S(=O)(=O)N3CCC(C(=O)N4CCN(c5ccccc5)CC4)CC3)cc2CC1C (stereo not given),-23%,19%,-17%
N/C(=N\OC(=O)CCCOc1ccccc1)c1cccc([N+](=O)[O-])c1,13%,-23%,-2%
Cc1ccc(-c2nnn(CC(=O)NC(=O)NC3CCCCC3)n2)cc1,0%,-1%,-27%
COc1ccc(NC(=S)NNC(=O)C(C)n2nc(C)c([N+](=O)[O-])c2C)cc1 (stereo not given),0%,0%,-5%
# New compounds follow:
SMILES,N370S GC mod,FEN1 inh,GCN5L2 inh
CCOc1ccc(S(=O)(=O)c2c[nH]c3ccccc3c2=O)cc1,-3%,-5%&14%,-5%&2%
Cc1ccc(NC(=O)CCN2C(=O)c3ccccc3Sc3ncccc32)cc1,?,7%&-6%,-4%&-3%
S=c1[nH]nc(-c2cc(-c3ccccc3)n[nH]2)n1/N=C/c1ccc(Cl)cc1,1%,14%,-10%
COc1ccc(C2CC(c3ccccc3)Nc3nc(NC(=O)c4cccs4)nn32)cc1 (stereo not given),-26%,-8%,-23%
O=C(Cn1cnc2c(nnn2-c2ccccc2)c1=O)NCC1CCCO1 (stereo not given),3%,15%,-1%
CCN(CC)S(=O)(=O)c1ccc(C(=O)NC2=C(C(=O)OC)SCC2)cc1,-3%,-22%,0%
Cc1cc(C)cc(NC(=O)COC(=O)CCc2ccc(S(=O)(=O)N3CCOCC3)cc2)c1,-3%,-15%,-6%
CC1(C)CC(NS(=O)(=O)c2ccc(S(N)(=O)=O)cc2)CC(C)(C)N1,5%,/,2%
CNc1nc(Sc2ccc(C)cc2)cc(C(F)(F)F)n1,-5%,-13%,-10%
COC(=O)c1cc(C(=O)NCc2ccc3c(c2)OCO3)cc([N+](=O)[O-])c1,0%,-4%,-6%
COc1cccc(/C=C/c2n[nH]c(=O)c(C#N)c2C)c1,-7%,-6%,2%
CCCCOc1ccc(C(=O)OCC(=O)N2CCCCCC2)cc1,/,3%,-2%
CC(C)(C)c1cc(C(=O)O)n(Cc2ccc(Cl)cc2Cl)n1,4%,-17%,-3%
COc1cccc(-c2nc(S(=O)(=O)c3ccccc3)c(NCc3ccccc3)o2)c1,/,-8%,-8%
CCOC(=O)c1sc(=S)n(-c2ccccc2)c1NC(C)=O,-3%,79µM*,-1%
COc1ccc(C2CC(=O)c3c([nH]c(C(=O)OC(C)C)c3C)C2)cc1OC (stereo not given),0%,5%,-19%
O=C(Nc1ccccc1N1CCN(C(=O)c2ccc(Cl)cc2)CC1)c1cccc(F)c1,-16%,-23%,-4%
COc1ccc(-c2noc(-c3ccccc3C(=O)Nc3cccc(OC)c3)n2)cc1,13%,1%,-7%
COC(=O)c1ccc(NC(=O)c2ccc3nsnc3c2)cc1,7%,9%,-10%
COc1ccc(NC(=O)CCNC(=O)C2CCN(S(=O)(=O)c3ccc(OC)cc3)CC2)cc1,-23%,-5%,-7%
Cc1[nH]c(=O)[nH]c(=O)c1N1CCOCC1,3%,-4%,-3%
COC(=O)C1CCN(C(=O)Nc2ccccc2)CC1,-8%,16%,-2%
O=C(Nc1cccc(F)c1)Nc1cccc(Cl)c1,-1%,2%,-8%
CC(NS(=O)(=O)c1ccc2c(c1)OCCO2)c1ccccc1 (stereo not given),?,-5%,-6%
COCCCN(C(=O)c1ccco1)c1nc(-c2ccc(OC)cc2)cs1,12%,0%,-2%

# Nothing new here: entries from further up.
SMILES,N370S GC mod,FEN1 inh,GCN5L2 inh
COc1cccc(/C=C/c2n[nH]c(=O)c(C#N)c2C)c1,-7%,-6%,2%
CCCCOc1ccc(C(=O)OCC(=O)N2CCCCCC2)cc1,/,3%,-2%
CC(C)(C)c1cc(C(=O)O)n(Cc2ccc(Cl)cc2Cl)n1,4%,-17%,-3%
COc1cccc(-c2nc(S(=O)(=O)c3ccccc3)c(NCc3ccccc3)o2)c1,/,-8%,-8%
CCOC(=O)c1sc(=S)n(-c2ccccc2)c1NC(C)=O,-3%,79µM*,-1%
COc1ccc(C2CC(=O)c3c([nH]c(C(=O)OC(C)C)c3C)C2)cc1OC (stereo not given),0%,5%,-19%
O=C(Nc1ccccc1N1CCN(C(=O)c2ccc(Cl)cc2)CC1)c1cccc(F)c1,-16%,-23%,-4%
COc1ccc(-c2noc(-c3ccccc3C(=O)Nc3cccc(OC)c3)n2)cc1,13%,1%,-7%
COC(=O)c1ccc(NC(=O)c2ccc3nsnc3c2)cc1,7%,9%,-10%
COc1ccc(NC(=O)CCNC(=O)C2CCN(S(=O)(=O)c3ccc(OC)cc3)CC2)cc1,-23%,-5%,-7%
Cc1[nH]c(=O)[nH]c(=O)c1N1CCOCC1,3%,-4%,-3%
COC(=O)C1CCN(C(=O)Nc2ccccc2)CC1,-8%,16%,-2%

# (listing goes on)
SMILES,N370S GC mod,FEN1 inh,GCN5L2 inh
COc1ccc(S(=O)(=O)N(CC(=O)Nc2cc(C)ccc2OC)Cc2ccccc2)cc1,/,-14%,-2%
Cc1ccc(/C=N/NC(=O)CSc2nc3ccccc3s2)o1,3%,7%,3%
CCOc1ccccc1NC(=O)Cn1c(=O)oc2cc(Cl)ccc21,2%,-2%,-26%
Clc1ccc(C2[C@H]3CN(Cc4ccc(-c5ccccc5)cc4)[C@H](c4ccccc4)C34CC2(c2ccccc2)C4)cn1 (stereo not given in full),-4%&-6%,-4%,0%
Cc1nc2c(C)cccc2cc1C(=O)N/N=C/c1ccc(N(C)C)cc1,-2%,4%,-23%
COc1ccccc1NC(=O)Cn1cc(C(=O)c2ccncc2)c(=O)c2cc(C)ccc21,/,11%,-3%
COC(=O)c1ccc(/C=N\N2CCN(c3ccccc3)CC2)cc1,0%,-6%,1%
Cc1cc(C)c(S(=O)(=O)N2CCCC(C(=O)NCc3ccncc3)C2)c(C)c1 (stereo not given),-7%,2%,0%
CN1CC=C2C(C#N)=C(N)C(C#N)(C#N)[C@H](c3cccc(Cl)c3)C2C1 (stereo not given in full),30%,5%,-6%
COc1ccc(CN2CN(C(C)C)CSC2=S)cc1,-5%,-16%,20%
COc1ccc(S(=O)(=O)N2CCN(C(=O)c3cc(-c4ccc(C)cc4)n[nH]3)CC2)cc1,-13%,1%,-12%
COc1ccc(C(=O)OCC(=O)Nc2ccc(Cl)cn2)cc1,-2%,-3%,-3%
O=C(N/N=C/C1CC=CCC1)c1cc2ccccc2cc1O (stereo not given),-20%,-3%,-5%
CSCCC(C(=O)NC1=NCCS1)N1C(=O)c2ccccc2C1=O (stereo not given),6%,-2%,0%
CCOC(=O)c1c(NC(C)=O)c2c3c(sc2n1Cc1cccc(Cl)c1)CCCC3,/,-1%,-3%
Cc1occc1C(=O)Nc1ccc2c(c1)CCC2,4%,-3%,-5%
Cc1c(N(C(=O)CNC(=O)c2ccccc2)C2(C(=O)NC3CCCC3)CCCCC2)c(=O)n(-c2ccccc2)n1C,-4%,6%,-3%
COc1ccc(-n2c(CN3CCN(c4ccccc4)CC3)nc3ccc([N+](=O)[O-])cc3c2=O)c(OC)c1,-7%,-8%,-10%
CC(NC(=O)c1ccc(Cl)cc1)C1CC2CCC1C2 (stereo not given),5%,-2%,-3%
C/C(=N\Nc1cc(N2CCOCC2)ncn1)c1ccc(O)cc1,-1%,-6%,-9%
CN(CC(=O)N(C)CC(=O)Nc1c(Cl)cccc1Cl)Cc1ccc(Br)s1,/,1%,-1%
CC(Sc1ccc(Cl)cc1)C(=O)NNC(=O)c1ccco1 (stereo not given),/,-7%,2%
C=CCn1c(C)nc2c(sc3nc4c(cc32)COC(C)(C)C4)c1=O,-17%,-7%,-11%
Cc1cc(C)n2nc(Cc3ccccc3)nc2n1,24%,-3%,-22%
Cc1cccc(C(=O)NCC(c2ccc3c(c2)OCO3)N2CCN(c3ccccc3F)CC2)c1 (stereo not given),/,-23%,0%
# Going on with the list:
SMILES,N370S GC mod,FEN1 inh,GCN5L2 inh
Cc1ccc(S(=O)(=O)N2c3ccc(S(N)(=O)=O)cc3CC2C)cc1 (stereo not given),6%,-7%,2%
Cc1ccc(SCc2nc(-c3ccncc3)no2)cc1,4%,-6%,-17%
COc1ccc(OC)c(CCNC(=O)c2cccc(NC3=NC4CS(=O)(=O)CC4S3)c2)c1 (stereo not given),-9%,-16%,-50%
CC1CN(C(=O)CCC(=O)NCc2ccc(Cl)cc2)c2ccccc2O1 (stereo not given),-1%,?,12%
COc1cccc(C(=O)N2CCOCC2)c1OC,7%,-2%,-8%
CCNc1ccc(P(=O)(c2ccccc2)c2ccccc2)cc1,19%,2%,0%
Cc1cc(C)c(NC(=S)N(C)C)c(C)c1,-1%,-2%,0%
COc1ccccc1N(CC(=O)NCCSCc1ccccc1Cl)S(C)(=O)=O,-3%,-4%&-7%,8%&-2%
C=CCN1CC(O)=C(c2nc3ccccc3[nH]2)C1=N,-18%,0%,19%
COc1ccc2nc(NC(=O)CN3C(=O)NC4(CCCC4)C3=O)sc2c1,-3%,1%,2%
CCOc1c(OC)cccc1C1CC(=O)Nc2cc3c(cc21)OCCO3 (stereo not given),23%,1%,0%
CC1=NN(c2ccccc2)C(=O)/C1=C\c1cn(CCC#N)nc1-c1ccc(Cl)cc1,2%,-23%,-12%
COc1ccc(CN(Cc2ccncc2)C(=O)CCC(=O)O)cc1,-2%,-11%,-4%
O=C1CCCN1CN(C(=O)c1ccc2c(c1)OCO2)c1ccc(F)cc1,-7%,-5%,-1%
CCc1ccc(Sc2cc(C(=O)NCCCOC(C)C)c3ccccc3n2)cc1,/,-20%,-4%
CCOCCCNC(=O)C1c2ccccc2C(=O)N2CCc3ccccc3C12 (stereo not given),-2%,-2%,-28%
CC(C)N=C(NS(=O)(=O)c1cccs1)c1ccccc1,-2%,-11%,-1%
CCOCCCNC(=O)C(c1ccc(C)cc1)N(Cc1cccs1)C(=O)CNC(C)=O (stereo not given),-3%,-1%,-3%
COc1ccc(CNC(=O)[C@H](C)N2C(=O)N3CCc4c([nH]c5ccc(OC)cc45)[C@@]3(C)C2=O)cc1,-3%,1%,-4%
CC(OC(=O)c1cccc(S(=O)(=O)N2CCN(C)CC2)c1)C(=O)Nc1ccc(C(N)=O)cc1 (stereo not given),/,3%,1%
CCSc1nnc(NC(=O)C(CC)(C(F)(F)F)C(F)(F)F)s1,-4%[12.8 µM],1%,-21%

# A portion of the library; the hit share may differ from the screen's.
